Cneo AK release – Cryptococcus neoformans lysis via adenylate kinase release; lysis activity, % at 15 µM; C. neoformans lysis, adenylate kinase release luminescence, 4 h; normalised: neutral wells 0, clomiphene wells 100; AID 651654; 360,000 compounds, 0.2% hits;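 active = mean lysis activity across replicates of at least 80%, whatever share of replicates individually reach that level; inactive = mean lysis activity below 80%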
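Schedule: static 4 h at 37 °C with compound, 1 h detection; system: C. neoformans cells; benchmarks: Clomiphene as positive control; buffer or medium: fresh YPD medium; measure: luminescence rise reflecting yeast cell lysis; measured by: luminescent adenylate kinase detection reagent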
C2C12 statin – suppressors of simvastatin-induced myotoxicity in C2C12 myotubes; ATP luminescence, 48 h; scaled: DMSO 0, geranylgeraniol control 100; rescue of ATP level, % at 7.49 µM; 330,000 compounds, 0.78% hits; AID 602340;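 active = mean ATP rescue above about 67%, or every replicate alone reaching that limit, limit read from the data, passing the limit was not always enough; inconclusive = no clear call, values can overlap the other calls; inactive = mean under the limit and some replicate under it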;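 note: myotubes were challenged with 10 µM simvastatin during compound exposure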
PglD inh – blocks C. jejuni PglD acetyltransferase activity | purified PglD enzyme, DTNB colorimetric CoA detection | inhibition, % at 12.5 µM | 360,000 compounds, 0.098% hits | AID 602405; in the data active = inhibition above about 16%, passing the limit was not always enough; inconclusive = no clear call, values can overlap the other calls; note: strong numbers were not always called active
FN deposit inh – fibronectin deposition inhibition. AH1F fibroblasts, Alexa488-fibronectin deposition fluorescence, overnight. inhibition, % at 12.6 µM. 350,000 compounds, 0.086% hits;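 active = mean inhibition across replicates of 30% or more, regardless of how many single replicates reach that level; inconclusive = mean under 30% yet at least half of replicates reach 30%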;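 note: positive control wells lacked labelled fibronectin entirely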
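Assay system: AH1F fibroblast monolayer, labelled fibronectin deposition. Amount: 10000 cells per well. Also added: labelled fibronectin 24 nM. Compound: single-point pinned compound. Incubation: cell attachment 1 h, compound and FN exposure overnight. Detection: fluorescence after three HBSS washes, excitation 485 nm, emission 525 nm. Read-out: inhibition of fibronectin deposition signal.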
INS-1E GSIS act – primary screen for activators of insulin secretion dependent on glucose, INS-1E cells, GLuc reporter luminescence; INS-1E GLuc reporter insulin secretion, 2-3 h; activation, % at 16.6 µM; 370,000 compounds, 0.61% hits; AID 743287;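 active = lowest replicate activation of at least 40%, so every replicate reaches that level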;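 note: 0% = median of neutral control wells and 100% = median of IBMX positive control wells; some compounds called inactive have numbers as strong as hits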
F508del corr – correctors of CFTR F508del function in bronchial epithelial cells. CFBE cells, YFP halide quenching; stimulated with forskolin plus potentiator P3; % fluorescence drop versus neutral controls. activity (quench increase), % at 7.58 µM. 350,000 compounds, 0.36% hits;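 active = mean added fluorescence quench of at least 8% versus neutral control, with both replicates also reaching 8%; inconclusive = only one of the mean or replicate conditions met; inactive = mean below 8% and not both replicates reaching 8%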;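 note: cells transiently co-express mutant CFTR-F508del with the halide-sensitive YFP; corrector assay measuring rescue of mutant channel to the surface after 24 h compound exposure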
PGC1a acetyl inh – modulators of PGC1a acetylation; U2OS PGC1a acetylation, AlphaScreen anti-acetyl-lysine; with virally co-expressed GCN5 acetyltransferase; inhibition, % at 15.6 µM; 350,000 compounds, 0.17% hits;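 active = every replicate shows inhibition of at least 40%; inconclusive = mean inhibition at least 40% but some replicate below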;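 note: 0% = neutral control wells and 100% = positive control wells; some results beyond the cut were filed as inactive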
miR-122 sensor – inhibitors of miR-122 in Huh7 cells; activation (reporter increase), % at 12.5 µM; Huh7 miR-122 Renilla luciferase sensor, 48 h; neutral wells = 0, positive control = 100; AID 602342; 340,000 compounds, 0.3% hits;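 active = mean replicate activation score at least 90 and every replicate individually at or above 90; inconclusive = only one of the two criteria met; inactive = neither criterion met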;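 note: higher luciferase means less miR-122 activity so hits act as miR-122 inhibitors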
Starred values were filed as active, the others as inactive; ? = inconclusive; nt = no result given; & = joins results of further samples; [ ] = another dose, or the depositor's remark.

Short keys – A = Cneo AK release; B = C2C12 statin; C = PglD inh; D = FN deposit inh; E = INS-1E GSIS act; F = F508del corr; G = PGC1a acetyl inh; H = miR-122 sensor
C[C@@H]1CN([C@@H](C)CO)C(=O)CCCn2nncc2CO[C@@H]1CN(C)C(=O)c1ccccc1
  A: -1&0&57	B: 2&3&-6	C: 3&2&2	D: -15&-5	E: 7&5	F: -5.5&-0.4&-0.3	G: -2	H: -1
CC1CCN(C(=O)CN2C(=O)NC3(CCCCCC3)C2=O)CC1
  A: -2	B: 6	C: -2	D: -1	E: -1	F: -1.8	G: 8	H: 0
O=C(CCc1nc(-c2ccccc2Cl)no1)NCCc1ccccc1
  A: 1	B: 16	C: 1	D: 4	E: -6	F: 1.8	G: nt	H: nt
COC(=O)c1cc(Cl)c(N)cc1OC
  A: 2	B: 2	C: 2	D: nt	E: nt	F: nt	G: -3	H: -13
CC1CCCCC1NC(=O)CN1C(=O)CSc2cc(S(=O)(=O)N3CCCCCC3)ccc21 (stereo not given)
  A: nt	B: 8	C: nt	D: -4	E: nt	F: 0.8	G: 0	H: 11
CC(C)c1nc2cc(C(=O)N(C)C3CCOCC3)ccc2o1
  A: 4	B: nt	C: 0	D: -6	E: 0	F: -1.9	G: 5	H: nt
O=C(NNS(=O)(=O)c1ccccc1)C1CCCCC1
  A: -4	B: 5	C: -3	D: 5	E: 12	F: -0.4	G: nt	H: 7
C=C1CCC(OC(C)=O)C2(C)CCC3C(C)C(=O)OC3C12O (stereo not given)
  A: 2	B: -5	C: 10	D: 1	E: 14	F: 0.2	G: 13	H: -6
O=C(c1cc(-c2ccccc2)nn1-c1ccccc1)N1CCN(S(=O)(=O)c2c(F)cccc2F)CC1
  A: 0	B: -1	C: -3	D: -3	E: 10	F: -1.7	G: -8	H: -5
COCC(CN1CCN(C2=NS(=O)(=O)c3ccccc32)CC1)OC(=O)c1ccccc1 (stereo not given)
  A: nt	B: -7	C: nt	D: -4	E: -9	F: 3.7	G: nt	H: 2
COc1ccc(S(=O)(=O)N(C)C[C@H]2Oc3ccc(NC(=O)CCN4CCOCC4)cc3CC(=O)N([C@@H](C)CO)C[C@H]2C)cc1
  A: 5	B: 7	C: 0	D: 2	E: 12	F: 0.2	G: 2	H: 7[16.7 µM]
Cc1cc(C)n(-c2nc3c(c(=O)[nH]c(=O)n3C)n2CC(O)COc2ccccc2)n1 (stereo not given)
  A: 0	B: -3	C: 4	D: nt	E: nt	F: nt	G: -7	H: -5
CCOC(=O)c1ccccc1NC(=O)c1cccc2c1C(=O)N(C1CCN(C(=O)OCC)CC1)C2
  A: 0	B: -1	C: -6	D: -2	E: -17	F: 2.4	G: 2	H: -10
O=C(C[C@H]1C=C[C@H](NC(=O)Nc2ccc3c(c2)OCO3)[C@@H](CO)O1)NCc1ccc2c(c1)OCO2
  A: -2	B: 3	C: 3	D: nt	E: 8	F: -0.1	G: -4	H: nt
O=Cc1ccc(Oc2cc(-c3ccccc3)nc(-c3ccccc3)n2)cc1
  A: -5	B: -1	C: -4	D: -10	E: -19	F: nt	G: nt	H: -1

Later entries
Short keys – A = Cneo AK release; B = C2C12 statin; C = PglD inh; D = FN deposit inh; E = INS-1E GSIS act; F = F508del corr; G = PGC1a acetyl inh; H = miR-122 sensor
CCCCC(=O)Nc1ccc(N2CCN(C(=O)CC)CC2)cc1
  A: 0	B: 0	C: -3	D: nt	E: nt	F: nt	G: 2	H: nt
Cc1ccc(C(=O)NCC(=O)N(C)Cc2ccccc2C)s1
  A: 0	B: -5	C: -4	D: nt	E: -3	F: -3.6	G: nt	H: 11
COc1ccc(-n2c(=O)c(CCC(=O)NCCc3ccccc3F)nc3ccccc32)cc1
  A: 1	B: 13	C: -2	D: -2	E: -6	F: -3.9	G: nt	H: nt
CCCCN1C(=O)N(C)C2NC(=S)NC21 (stereo not given)
  A: -2	B: nt	C: 3	D: 4	E: 6	F: 0.1	G: -7	H: 0
CCC(=O)Nc1ccc2c(c1)C(=O)N(C)[C@@H]1CC[C@@H](CC(=O)NCC3CCCCC3)O[C@H]1CO2
  A: -2	B: -15	C: -3	D: -20	E: -2	F: 0.1	G: -8	H: -3[16.7 µM]
Cc1ccc(C2C3CN(C(C)C)CC=C3C(C#N)=C(N)C2(C#N)C#N)cc1 (stereo not given)
  A: 7	B: 25	C: nt	D: -5	E: nt	F: nt	G: 46	H: -8
CC(C)Cc1cc(C(=O)NCc2cccnc2)no1
  A: 0	B: -7	C: 4	D: -5	E: nt	F: 0.1	G: 0	H: 4
COc1ccc(CNC(=O)c2cc(-c3cc(C)cc(C)c3O)n[nH]2)cc1
  A: 3	B: -2	C: 1	D: 8	E: -19	F: 0.2	G: 5	H: -2
C[C@@H]1CN([C@H](C)CO)C(=O)c2cc(-c3cccc(C#N)c3)cnc2O[C@H]1CN(C)C(=O)C1CCC1
  A: 2	B: -40	C: 3	D: nt	E: 9	F: -1.3	G: 0	H: -31[16.7 µM]
COc1ccc(/C(C)=N/NC(=O)CN(c2ccc(OC)cc2)S(=O)(=O)c2ccccc2)cc1
  A: -1	B: -1	C: 7	D: 0	E: -2	F: -0.2	G: -3	H: 3
CCNS(=O)(=O)c1c(C)cc(N2CCCC2=O)cc1C
  A: 3	B: nt	C: 7	D: nt	E: -2	F: nt	G: -2	H: 3
CN(C)CC#Cc1ccc([C@@H]2[C@H]3CN(CC4CCOCC4)CCCCN3[C@H]2CO)cc1
  A: 1	B: -23	C: -2	D: nt	E: 1	F: 0.9	G: 4	H: 6[16.7 µM]
COc1ccc(/C=C2\CCn3c2nc2cc(C(=O)O)ccc2c3=O)cc1
  A: 5	B: 10	C: -3	D: 2	E: -2	F: -0.8	G: 14	H: -7
COc1cccc(NS(=O)(=O)c2cc(C)ccc2OC)c1
  A: 0	B: 4	C: -2	D: nt	E: nt	F: nt	G: -23	H: ?
Cc1ccc(CNC(=O)COC(=O)C2CCC2)cc1
  A: 1	B: 8	C: 3	D: -3	E: -6	F: -0.8	G: 18	H: 0

(listing goes on)
Short keys – A = Cneo AK release; B = C2C12 statin; C = PglD inh; D = FN deposit inh; E = INS-1E GSIS act; F = F508del corr; G = PGC1a acetyl inh; H = miR-122 sensor
CCOc1cc2[nH]c(=O)n(CCCC(=O)N(C)Cc3ccccc3)c(=O)c2cc1OCC
  A: 0	B: -7	C: -8	D: -4	E: 12	F: 3.9	G: 1	H: 0
Cc1ccc(C(=O)Nc2cccc(NC(=O)CN3CCCCC3)c2)cc1
  A: -7	B: -24	C: 3	D: 2	E: -1	F: 3.0	G: -6	H: 0
CCOC(=O)c1[nH]c(C)c(C(=O)NC2CCCC2)c1C
  A: -2	B: -2	C: 1	D: 9	E: 1	F: 3.2	G: 4	H: 7
COc1ccc(CN(C)C[C@H]2OCCCC[C@H](C)Oc3ccc(NC(=O)Nc4ccc(C(F)(F)F)cc4)cc3C(=O)N([C@@H](C)CO)C[C@H]2C)cc1
  A: -3	B: -63	C: 4	D: nt	E: 2	F: 2.5	G: 7	H: -18[16.7 µM]
COCOCCn1cc(CN2CCS(=O)(=O)N(Cc3ccc(-c4ccc(C)cc4)cc3)C(CC(C)C)C2=O)nn1 (stereo not given)
  A: -2	B: -8	C: 2	D: -3	E: -3	F: -0.4	G: nt	H: -1
COc1ccc(CN2C[C@@H](CO)O[C@@H](n3cnc4c(NC5CC5)ncnc43)C2)cc1
  A: 0	B: 3	C: 3	D: -14	E: 60	F: -2.4	G: -21	H: -5
CC(C)=NNc1nc(-c2ccc(N3C(=O)CCC3=O)cc2)cs1
  A: nt	B: -3	C: nt	D: 1	E: 3	F: -32	G: 3	H: nt
O=C(COC(=O)C1(c2ccccc2F)CCCC1)N1CCNC1=O
  A: 1	B: -8	C: -3	D: -5	E: 10	F: -2.6	G: -1	H: -9
Cc1nc2ccccc2n(CC(=O)Nc2cc(Cl)cc(Cl)c2)c1=O
  A: nt	B: nt	C: nt	D: 3	E: -13	F: 2.8	G: 7	H: 3
COc1ccc(OC)c(NC(=O)CCNS(=O)(=O)c2ccc3c(c2)oc(=O)n3C)c1
  A: -3	B: nt	C: 0	D: 4	E: nt	F: -2.4	G: -7	H: -9
COc1ccc(S(=O)(=O)Nc2cccc3c2O[C@@H](CN(C)C)[C@H](C)CN([C@@H](C)CO)C3=O)cc1
  A: -3	B: -19	C: 1	D: nt	E: 11	F: -1.4	G: -4	H: 0[16.7 µM]
CCC(C)(C)NC(=O)CN(C(=O)c1snc(C(N)=O)c1N)c1ccc(OC)c(OC)c1
  A: 0	B: 7	C: -1	D: nt	E: nt	F: nt	G: -1	H: 6
Cc1ccccc1-c1nnc(NC(=O)c2ccc(N3C(=O)CCC3=O)cc2)s1
  A: 3	B: 11	C: 1	D: -6	E: nt	F: -0.9	G: -3	H: 0
Cc1ccc(S(=O)(=O)n2ccc(-c3ccc(OCc4c(F)cccc4Cl)cc3)n2)cc1
  A: -8	B: 4	C: 4	D: 3	E: nt	F: nt	G: -21	H: 2
Cc1nc(N2C(=O)C(=O)/C(=C(/O)c3ccccc3)C2c2ccco2)sc1C (stereo not given)
  A: 1	B: 14	C: 2	D: nt	E: 4	F: nt	G: nt	H: nt

3 compounds already listed, ordered by formula weight, low to high.
Short keys – A = Cneo AK release; B = C2C12 statin; C = PglD inh; D = FN deposit inh; E = INS-1E GSIS act; F = F508del corr; G = PGC1a acetyl inh; H = miR-122 sensor
O=C(COC(=O)C1(c2ccccc2F)CCCC1)N1CCNC1=O
  A: 1	B: -8	C: -3	D: -5	E: 10	F: -2.6	G: -1	H: -9
Cc1nc2ccccc2n(CC(=O)Nc2cc(Cl)cc(Cl)c2)c1=O
  A: nt	B: nt	C: nt	D: 3	E: -13	F: 2.8	G: 7	H: 3
COc1ccc(OC)c(NC(=O)CCNS(=O)(=O)c2ccc3c(c2)oc(=O)n3C)c1
  A: -3	B: nt	C: 0	D: 4	E: nt	F: -2.4	G: -7	H: -9

Following part
Short keys – A = Cneo AK release; B = C2C12 statin; C = PglD inh; D = FN deposit inh; E = INS-1E GSIS act; F = F508del corr; G = PGC1a acetyl inh; H = miR-122 sensor
CC(C)CCNC(=O)c1ccccc1NC(=O)C1=CSCCO1
  A: 1	B: -16	C: 2	D: 4	E: 23	F: -0.1	G: 2	H: 3
O=C(CN1C(=O)c2cccc3cccc1c23)NCc1ccncc1
  A: -2	B: -1	C: -2	D: 14	E: nt	F: nt	G: 6	H: -4
CC(=O)c1ccc(NC(=O)CSc2nc3nc(C)cc(C)n3n2)cc1
  A: -7	B: 6	C: -3	D: 2	E: 7	F: -0.5	G: nt	H: nt
Cc1cccc2c(=O)c(-c3ccc4c(c3)OCO4)c(NC(=O)c3ccco3)oc12
  A: 0	B: 2	C: -1	D: 17	E: -1	F: -2.3	G: 0	H: 7
COc1cccc(CNC(=O)C2CCN(S(=O)(=O)c3cccc4nonc34)CC2)c1
  A: 6	B: 4	C: 1	D: 1	E: -2	F: 0.2	G: -10	H: -4

Source: PubChem
